# High-throughput results deposited in PubChem by several laboratories.
# TAAR1 antagonist = antagonists of human TAAR1; Q96RJ0; CHO RD-HGA16 TAAR1, Fluo-8 calcium fluorescence, antagonist; inhibition, % at 3 µM; 1.5% of 360,000 active; AID 624466;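 active = inhibition above a per-plate cutoff, the mean inhibition of test compounds on that plate plus 3 SD, cut at about 49% in these data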;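 also: 0% = DMSO plus EC80 beta-PEA response and 100% = DMSO alone without agonist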
#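 System: RD-HGA16 CHO cells with stable hTAAR1 and Gα16 | Probe or stimulus: EC80 β-phenethylamine stimulus | Dosing: 3 µM, single point | Times: Dye loading 75 min at 37 °C, then 30 min room temperature | Measured by: Fluo-8 calcium-sensitive fluorescence | Read-out basis: % inhibition of agonist calcium response | Replicates: n of 1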
# CRFBP-R2 agonist = CRF-BP/CRF-R2 complex agonism; activation, % at 13.2 µM; 0.46% of 350,000 active; HEK293 CRF-R2/CRF-BP, calcium dye fluorescence (FLIPR); percent of saturating CRF peptide response;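 active = activation of at least 50%, plus an integration ratio under a set limit after plate pattern correction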;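 also: plate controls were neutral control wells without compound for no effect and CRF at EC100 for full effect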
# CHO-K1 Ca PAM = counter-screen for M1 PAMs: effect in parental CHO-K1 cells; ATP EC20, Fluo-8 calcium fluorescence; 0% at ATP EC20, 100% at ATP max; activation, % at 3 µM; 0.02% of 360,000 active; AID 602247;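 active = activation above the run cutoff, the mean activation of all test compounds plus 3 SD, cut at about 40% in these data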;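 also: peak over basal fluorescence ratio in a 140 s read after ATP addition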
# CHRM5 PAM = positive allosteric modulators of human muscarinic M5 receptor | P08912 | CHO-K1 hM5, Fluo-8 calcium, ACh EC20 PAM; 0% = ACh EC20, 100% = ACh EC100 | activation, % at 3 µM | 0.3% of 360,000 active | AID 624038;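 active = activation above the run cutoff, the mean activation of all test compounds plus 3 SD, cut at about 18% in these data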
# Target sequence (P08912 whole entry, looked up): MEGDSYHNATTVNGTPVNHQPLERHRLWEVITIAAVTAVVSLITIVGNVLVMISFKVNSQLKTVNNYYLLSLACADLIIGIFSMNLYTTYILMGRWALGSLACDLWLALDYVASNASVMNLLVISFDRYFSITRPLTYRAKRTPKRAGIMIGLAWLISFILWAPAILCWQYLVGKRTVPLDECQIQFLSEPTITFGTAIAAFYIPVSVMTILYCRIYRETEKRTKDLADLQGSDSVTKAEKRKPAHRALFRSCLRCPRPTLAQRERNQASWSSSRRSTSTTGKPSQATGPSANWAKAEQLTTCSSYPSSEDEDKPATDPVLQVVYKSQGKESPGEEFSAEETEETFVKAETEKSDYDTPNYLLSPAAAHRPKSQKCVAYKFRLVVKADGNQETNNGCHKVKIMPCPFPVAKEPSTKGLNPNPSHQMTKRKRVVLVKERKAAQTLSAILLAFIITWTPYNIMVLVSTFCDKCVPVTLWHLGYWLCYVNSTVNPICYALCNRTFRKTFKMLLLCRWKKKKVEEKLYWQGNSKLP
#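 Assay system – human M5 receptor in CHO-K1 cells · Read-out – % activation, ACh-normalized · Technique – Fluo-8 calcium fluorescence · Dosing – single-point, 3 µM nominal · Incubation – Fluo-8 loading 80 min at 37 °C plus 30 min room temperature · Repeats – singlicate, one well per test compound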
# TAAR1 ag = agonists of human TAAR1; CHO RD-HGA16 TAAR1, Fluo-8 calcium fluorescence; vehicle wells 0%, saturating PEA agonist 100%; activation, % at 3 µM; 0.99% of 360,000 active; AID 624467;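 active = activation above the mean activation of all test compounds in the run plus 3 SD, cut at about 38% in these data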
#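 Test system: RD-HGA16 (CHO) cells co-expressing Gα16 and hTAAR1 / Benchmarks: DMSO vehicle as 0%, PEA at EC100 as 100% / Repeats: no replicates (n 1) / Measure: % activation from peak over basal fluorescence ratio, DMSO-to-PEA scaled / Timing: 17-24 h plating, Fluo-8 75 min 37 °C, 30 min RT / Technique: kinetic Fluo-8 calcium fluorescence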
# CHRM5 agonist = CHRM5 agonism in calcium assay; P08912; CHO-K1 hM5 cells, Fluo-8 calcium fluorescence; 0% DMSO wells, 100% maximal acetylcholine response; activation, % at 3 µM; 0.19% of 360,000 active;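 active = activation above the run's mean over test compounds plus 3 SD, cut at about 23% in these data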;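 also: signal is peak over basal fluorescence ratio across the kinetic read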
# M4 PAM = CHRM4 positive allosteric modulation; activation, % at 3 µM; 0.4% of 360,000 active; CHO-K1 hM4/Gqi5, Fluo-8 calcium fluorescence, ACh EC20; 0% = ACh EC20, 100% = maximal ACh;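 active = activation above its plate's cutoff, the mean activation of sample wells plus 3 SD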; also: some results filed as inactive read as strong as hits
# Target sequence (P08173 whole entry, looked up): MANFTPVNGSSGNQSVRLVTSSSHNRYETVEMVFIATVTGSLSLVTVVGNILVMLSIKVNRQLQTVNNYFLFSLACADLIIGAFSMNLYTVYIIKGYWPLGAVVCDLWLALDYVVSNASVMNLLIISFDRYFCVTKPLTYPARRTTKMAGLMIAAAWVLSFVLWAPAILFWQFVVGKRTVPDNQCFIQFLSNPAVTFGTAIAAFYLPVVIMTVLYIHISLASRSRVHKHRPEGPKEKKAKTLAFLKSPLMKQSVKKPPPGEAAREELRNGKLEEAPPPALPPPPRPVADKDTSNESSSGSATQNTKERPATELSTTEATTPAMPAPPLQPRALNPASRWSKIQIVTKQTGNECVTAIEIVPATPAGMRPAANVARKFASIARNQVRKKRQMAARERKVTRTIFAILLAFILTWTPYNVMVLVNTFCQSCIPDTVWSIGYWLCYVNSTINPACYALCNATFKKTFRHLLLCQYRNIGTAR
# CRFR2-BP antag = CRF-BP/CRF-R2 complex antagonism | AID 588475 | inhibition, % at 11.8 µM | HEK293 CRF-R2/CRF-BP, CRF-induced calcium fluorescence | 0.59% of 350,000 active;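 active = inhibition of the ligand-induced calcium signal above about 50% at the single tested concentration, limit read from the data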
# M5 antag = blocks acetylcholine activation of human M5 receptor | P08912 | CHO-hM5 cells, Fluo-8 calcium fluorescence, ACh EC80 | inhibition, % at 3 µM | 0.59% of 360,000 active | AID 624040;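 active = inhibition above a per-plate cutoff, the mean of that plate's test compounds plus 3 SD, cut at about 27% in these data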;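 also: 0% = acetylcholine EC80 with DMSO and 100% = DMSO without agonist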
# * marks the source's active call; other numbers are inactive results; . = not tested or not shown; & = joins results of further samples.
SMILES,TAAR1 antagonist,CRFBP-R2 agonist,CHO-K1 Ca PAM,CHRM5 PAM,TAAR1 ag,CHRM5 agonist,M4 PAM,CRFR2-BP antag,M5 antag
COc1ccc(CCNC(=O)CCc2cn(C)c3ccccc23)c(OC)c1OC,-9,1.5,-8,-5,9,0,-6,-3,7
Cc1cc(C(=O)N/N=C/c2cc(N=Nc3ccccc3)ccc2O)n[nH]1,.,-4.6,13,3,.,-1,14,-1,-4
CCC1(c2ccccc2)NC(=O)N(CC(=O)Nc2ccc3c(C)cc(=O)oc3c2)C1=O (stereo unspecified),12,0.7,3,-5,4,-4,6,-16,-1
CC1=CC(C)(C)Nc2ccc(OC(=O)C(C)N3C(=O)c4ccccc4C3=O)cc21 (stereo unspecified),2,-0.6,11,-5,11,-5,-3,-13,1
O=C(C[C@H]1CC[C@@H]2[C@H](COC[C@H](O)CN2Cc2nccs2)O1)NCc1ccccc1Cl,0,.,.,1,2,1,7,.,-1
CC(C)CCOc1ccc(C(=O)Nc2cc(S(=O)(=O)N3CCOCC3)ccc2N2CCOCC2)cc1,5,0.9,0,7,0,1,-1,19,-7
O=C(Nc1ccc2c(c1)CCCN2C(=O)c1cccs1)c1c(F)cccc1Cl,59*,0.0,5,-11,1,-5,-8,15,9
CCOc1ccc(C(CC(=O)O)NC(=O)COc2ccccc2)cc1OC (stereo unspecified),16,1.5,-11,-10,4,-4,5,-4,1
O=C(CCSCCc1ccccn1)Nc1c(F)c(F)c(F)c(F)c1F,-10,0.0,10,1,1,2,-3,19,-3
O=C(c1ccc(C(F)(F)F)cc1)C1CCCN(Cc2cccn2-c2ncccn2)C1 (stereo unspecified),-14,3.1,7,2,2,-14,-11,-17,1
CCOc1ccc(C(=O)CCC(=O)NNC(=O)c2ccncc2)cc1,-23,0.2,13,5,2,2,6,-1,3
CC(C)c1ccc2oc(=O)cc(CN3CCN(c4ccc(F)cc4)CC3)c2c1,17,-1.2,-4,6,6,0,10,8,6
Cc1c(C(=O)N(C)CCc2cnn(C)c2)oc2c(F)cccc12,-4,0.2,16,-7,3,-2,-7,2,10
O=C(CN1CCCCC1)Nc1cccc(Cl)c1,-1,-1.1,13,11,12,-2,8,-36,-3
CC(C)CCNC(=O)C(c1ccc(O)cc1)N(Cc1ccco1)C(=O)CCC(=O)Nc1nccs1 (stereo unspecified),-11,0.5,7,-4,3,-3,-1,-4,16

# Reformatted with values under each structure: entries from further up
# Results follow in this order: TAAR1 antagonist	CRFBP-R2 agonist	CHO-K1 Ca PAM	CHRM5 PAM	TAAR1 ag	CHRM5 agonist	M4 PAM	CRFR2-BP antag	M5 antag
> COc1ccc(CCNC(=O)CCc2cn(C)c3ccccc23)c(OC)c1OC
    -9	1.5	-8	-5	9	0	-6	-3	7
> Cc1cc(C(=O)N/N=C/c2cc(N=Nc3ccccc3)ccc2O)n[nH]1
    .	-4.6	13	3	.	-1	14	-1	-4
> CCC1(c2ccccc2)NC(=O)N(CC(=O)Nc2ccc3c(C)cc(=O)oc3c2)C1=O (stereo unspecified)
    12	0.7	3	-5	4	-4	6	-16	-1
> CC1=CC(C)(C)Nc2ccc(OC(=O)C(C)N3C(=O)c4ccccc4C3=O)cc21 (stereo unspecified)
    2	-0.6	11	-5	11	-5	-3	-13	1
> O=C(C[C@H]1CC[C@@H]2[C@H](COC[C@H](O)CN2Cc2nccs2)O1)NCc1ccccc1Cl
    0	.	.	1	2	1	7	.	-1
> CC(C)CCOc1ccc(C(=O)Nc2cc(S(=O)(=O)N3CCOCC3)ccc2N2CCOCC2)cc1
    5	0.9	0	7	0	1	-1	19	-7
> O=C(Nc1ccc2c(c1)CCCN2C(=O)c1cccs1)c1c(F)cccc1Cl
    59*	0.0	5	-11	1	-5	-8	15	9
> CCOc1ccc(C(CC(=O)O)NC(=O)COc2ccccc2)cc1OC (stereo unspecified)
    16	1.5	-11	-10	4	-4	5	-4	1
> O=C(CCSCCc1ccccn1)Nc1c(F)c(F)c(F)c(F)c1F
    -10	0.0	10	1	1	2	-3	19	-3
> O=C(c1ccc(C(F)(F)F)cc1)C1CCCN(Cc2cccn2-c2ncccn2)C1 (stereo unspecified)
    -14	3.1	7	2	2	-14	-11	-17	1
> CCOc1ccc(C(=O)CCC(=O)NNC(=O)c2ccncc2)cc1
    -23	0.2	13	5	2	2	6	-1	3
> CC(C)c1ccc2oc(=O)cc(CN3CCN(c4ccc(F)cc4)CC3)c2c1
    17	-1.2	-4	6	6	0	10	8	6

# The results go on.
SMILES,TAAR1 antagonist,CRFBP-R2 agonist,CHO-K1 Ca PAM,CHRM5 PAM,TAAR1 ag,CHRM5 agonist,M4 PAM,CRFR2-BP antag,M5 antag
Cc1ccccc1NC(=S)NC(=O)c1cncc(Br)c1,-33,-2.1,11,-2,-1,-2,0,-18,14
Cc1cc(C(=O)OCC(=O)NCc2ccccc2Cl)c(C)o1,0,0.2,17,3,4,0,6,12,8
CCCc1cc(=O)oc2cc(OCC(=O)NCCN3CCOCC3)c(Cl)cc12,-13,-2.7,5,-2,1,0,2,0,2
COC(=O)CSc1nc(Cc2ccccc2)nc2ccccc12,4,-1.0,-10,-10,10,-6,-8,-6,15
COc1ccc(NC(=O)CC(c2ccccc2)c2ccco2)cc1 (stereo unspecified),-27,-0.4,3,-6,0,-1,2,8,14
Cc1ccc(C)c(OCCC(=O)NCCc2ccc(S(N)(=O)=O)cc2)c1,-14,-0.3,-20,-5,3,-1,-3,8,9
CC[N+](CC)(CC)CC(=O)Nc1ccc(SC(F)F)cc1,-6,-1.2,25,8,2,-17,2,9,-5
CC(C)c1ccc2oc(=O)cc(CN3CCN(c4ccccc4)CC3)c2c1,9,0.2,20,1,8,-2,3,-4,-2
O=c1c([N+](=O)[O-])c(N2CCOCC2)c2ccccc2n1-c1ccccc1,-3,-0.7,16,6,4,-2,9,0,6
Cc1onc(-c2ccccc2Cl)c1C(=O)N1CC(C)CC(C)C1 (stereo unspecified),-2,0.1,15,-5,6,-1,-3,-2,19
CCCCOC(=O)CSc1nc2c(c(=O)[nH]c(=O)n2C)n1C/C=C(\C)Cl,-16,-0.9,7,-2,1,-1,3,3,-2
c1ccc(CCn2nnnc2C(c2cccs2)N2CCN(Cc3ccc4c(c3)OCO4)CC2)cc1 (stereo unspecified),73*,0.0,11,-9,85*,-11,-12,5,-5
CC(=O)N1CCN(Cc2cc(=O)oc3cc(C)cc(C)c23)CC1,-14,.,9,-3,1,-1,3,.,6
Cc1ccccc1OCC(=O)Nc1ccc(N2CCOCC2)cc1N1CCOCC1,-24,-0.2,1,-1,3,1,1,-14,-1
O=C(O)CC1=C(O)C(=O)N(c2ccccc2)C1c1ccc(Br)cc1 (stereo unspecified),-3,2.0,0,-3,4,-1,9,7,3
CCNS(=O)(=O)c1ccc(Br)c(C(=O)OC(C)C(=O)NCC2CCCCC2)c1 (stereo unspecified),0,-3.1,-20,-4,2,1,-1,3,-5
COc1ccc(CN2CCn3nc(C(=O)NC4CC4)cc3C2=O)cc1,9,-0.7,15,4,1,1,3,1,8
CCOc1ccc(N/C(SC)=C(/C#N)C(N)=O)cc1,-16,0.3,12,-1,8,3,3,5,-7
COc1ccc(C)cc1S(=O)(=O)N1CCC2(CC1)OCCN2S(=O)(=O)c1ccccc1,-11,1.9,-9,9,2,1,0,-1,-6
CCOc1cccc(N2C(=O)CC(NNC(=O)c3ccc(Br)o3)C2=O)c1 (stereo unspecified),-27,1.5,-10,-13,10,3,-16,4,14
CC(=NNC(=O)c1ccncc1)c1ccc(Cl)c(Cl)c1,-4,0.2,-17,-14,1,-1,-3,-32,17
CCOC(=O)N1CCN(Cc2nc(-c3ccc(Cl)cc3)no2)CC1,2,-0.3,12,-9,2,2,3,7,2
COc1ccc(OC)c(CN2CCCC(CCC(=O)N(C)CCc3ccccn3)C2)c1 (stereo unspecified),8,0.0,-14,4,3,-5,0,5,2
O=C(CSc1nc2ccc(Cl)cc2[nH]1)NC1CCCC1,-30,0.5,3,-2,2,0,2,-2,-1
COc1ccc(Cl)cc1N(CC(=O)Nc1ccc2c(c1)OCO2)S(C)(=O)=O,-9,-1.1,20,5,9,4,0,-2,-8
Cc1ccccc1NC(=O)Cc1nc(COC(=O)Cc2cccc(C(F)(F)F)c2)cs1,28,0.9,9,-8,0,-7,-8,44,12
COc1cc2nc(C3CCC3)n(NC(=O)C3CCC(OC)CC3)c(=O)c2cc1OC (stereo unspecified),-22,-0.2,14,2,4,1,7,-3,0
Cc1cc(Cl)c(S(=O)(=O)N2CCN(c3ccc(F)cc3)CC2)cc1OCC(=O)NC1CCCCC1,3,-0.3,7,-4,16,1,9,-9,11
CCc1ccccc1NS(=O)(=O)c1ccc(OC)c2ncccc12,-44,-0.2,9,4,6,10,8,13,-20
COc1cc(CNC(C)(C)C)cc(Br)c1OCc1cccs1,0,4.0,20,-2,6,-9,0,-24,-5
Cc1ccc(S(=O)(=O)N2CCN(CC(=O)NC3CCCc4ccccc43)CC2)cc1C (stereo unspecified),-7&4,-1.0&0.1,10&10,-6&-11,-2&17,-1&-2,-9&-17,-2&-1,13&9
FC(F)(F)c1cccc(N2CCN(c3nnnn3-c3ccccc3)CC2)c1,11,-1.1,-5,5,1,0,-6,44,-5
CN(C(=O)COC(=O)CNC(=O)c1sc2ccccc2c1Cl)C1CCS(=O)(=O)C1 (stereo unspecified),-11,1.3,1,0,0,3,5,-5,5
Cn1c(C(=O)NCCc2ccccc2)cc(=O)n(C)c1=O,-7,2.3,17,-2,0,0,14,71*,9
CCc1ccc(N2C(=O)CN(Cc3sccc3C)C2=S)cc1,-38,2.9,-9,0,1,-4,5,15,6
CCN1CCN(CCCNC(=O)C2CCN(c3nnc(-n4cccc4)s3)CC2)CC1,-8,-3.2,-8,1,3,-6,4,8,-8
